# PV pol inh = poliovirus RNA polymerase inhibition. hit rate 0.66% among 150,000. poliovirus polymerase elongation, fluorescence polarization; hits give low values. % elongation, % (compound at 16.7 µg/mL). AID 588519; in the data active = % elongation below about 90%; also: some results filed as inactive read as strong as hits
# Target sequence (P03300 1749-2209 limits assumed): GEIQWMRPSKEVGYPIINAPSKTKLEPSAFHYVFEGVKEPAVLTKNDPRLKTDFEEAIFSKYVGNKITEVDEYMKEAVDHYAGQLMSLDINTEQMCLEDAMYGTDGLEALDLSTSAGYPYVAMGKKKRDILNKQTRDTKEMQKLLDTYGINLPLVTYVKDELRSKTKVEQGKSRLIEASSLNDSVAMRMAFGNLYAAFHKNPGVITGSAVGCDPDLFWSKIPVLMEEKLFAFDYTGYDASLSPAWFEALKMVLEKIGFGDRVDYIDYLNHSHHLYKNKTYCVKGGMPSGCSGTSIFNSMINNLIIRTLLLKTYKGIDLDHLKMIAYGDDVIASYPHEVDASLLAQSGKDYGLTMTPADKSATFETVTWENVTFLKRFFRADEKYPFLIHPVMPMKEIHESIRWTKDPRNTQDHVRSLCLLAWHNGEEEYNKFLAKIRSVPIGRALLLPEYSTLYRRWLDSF
# PV pol inh FP z-score = also measured in PV pol inh; calls as there; z-score; measured here: FP z-score; hits read low
# Active calls of the source: *. These rows are one share of the data. The share of hits here may be higher or lower than overall.
SMILES,PV pol inh,PV pol inh FP z-score
CCC[C@@H]1C[C@@H](C(=O)N[C@H]([C@@H](C)O)[C@H]2O[C@H](SC)[C@H](O)[C@@H](O)C2O)N(C)C1 (stereo partly specified),103,0.9
COc1ccc(Nc2nc(C)cc(=O)[nH]2)cc1,101,0.4
COC(=O)c1ccc(CNC(=O)C2CC2C)cc1 (stereo unspecified),97,-1
CCC(Cc1ccccc1)NC(=O)CN1C(=O)COc2ccc(S(=O)(=O)N3CCCCCC3)cc21 (stereo unspecified),105,0.1
CCOC(=O)N1CCN(Cc2ccc(C(=O)Nc3ccccc3)cc2)CC1,119,1.6
Cc1ccsc1/C=N/N1CCN(c2ccccc2)CC1,102,0
Cc1[nH]nc2nc3c(c(-c4cc(C)n(C5CCCC5)c4C)c12)C(=O)CCC3,96,-0.9
CCCn1ncc(C(=O)O)c1C,101,-0.5
O=C(CSc1ncnc2nc[nH]c12)NCCc1ccccc1,107,0.4
Cc1ccc(C)c(N2CCN(CCCNC(=O)Nc3ccc(F)c(Cl)c3)CC2)c1,101,-0.3
CCOC(=O)CCCN1c2ccccc2CCC1C(=O)OCC (stereo unspecified),102,-0.1
CC(C)CNC(=O)CSc1n[nH]c(-c2ccc(Br)cc2)n1,103,-0.2
CCCc1cc(=O)n2[nH]c(NC(=O)c3ccccc3)nc2n1,104,1.5
COc1ccc(N2CCN(S(=O)(=O)c3c(C)nc4sc(C)cn4c3=O)CC2)cc1,106,0
CCOc1cc(-n2cnnn2)c(OCC)cc1N,105,1.6
Cc1ccc(S(=O)(=O)c2nnn3c2nc(N2CCOCC2)c2sccc23)cc1C,105,-0.2
COc1ccc(CNC(=O)Cn2c(=O)oc3cc(S(=O)(=O)N4CCCC4)ccc32)cc1,103,-0.6
Cc1[nH]c(=O)c(C#N)c(C)c1CCC(=O)N1CCc2ccccc21,102,0
Cc1ccccc1C(=O)Nc1nc2c(s1)CC(C(C)(C)C)CC2 (stereo unspecified),111,0.4
Cc1cc(NC(=O)c2ccc3c(c2)S(=O)(=O)c2ccccc2C3=O)no1,98,-0.1
N#Cc1ccc(C=Nc2ccc(N)c(Cl)c2)cc1,98,-0.2
COc1ccc(OCC(=O)Nc2ccc(C(=O)OCc3cc(=O)n4nc(C)sc4n3)cc2)cc1,110,1
CCOC(=O)C1=C(C)Nc2[nH]c(=O)[nH]c(=O)c2C1c1ccccc1 (stereo unspecified),104,-0.1
CCc1ccc(C2c3c(oc4ccc(F)cc4c3=O)C(=O)N2CCc2ccc(OC)cc2)cc1 (stereo unspecified),105,0.1
Cc1ccccc1NC(=O)CCn1nc(-c2ccccc2)c2ccccc2c1=O,103,-0.4
O=C(Nc1ccc(F)c([N+](=O)[O-])c1)c1cccn(Cc2ccccc2)c1=O,103,-0.5
CC(C)(C)c1ccc(Oc2nc3ccccn3c(=O)c2/C=C(\C#N)c2nc3ccccc3[nH]2)cc1,109,1.1
O=c1[nH]c(=S)[nH]cc1S(=O)(=O)c1ccc(Cl)cc1,93,-1.3
O=C1CCCCC1Sc1nnc(-c2ccco2)o1 (stereo unspecified),106,0.3
CCOC(=O)c1cnc2c(C#N)cnn2c1N,102,0.2
Cc1cccc(N(C)S(=O)(=O)c2ccc(-c3cc(C)no3)s2)c1,107,0
Cc1ccc(CNc2nc3c(S(=O)(=O)c4ccccc4)nnn3c3ccsc23)cc1,99,-1
CCOC(=O)c1[nH]c(CSc2nnc3ccccn23)c(C(=O)OCC)c1C,102,-0.1
Cc1nn2c(-c3cccc(NC(=O)c4ccc(Cl)cc4)c3)nnc2c2ccccc12,105,0
CC1CCN(c2cnnc3c(Cl)cccc23)CC1,101,-0.3
COc1ccc2c(c1)C(=O)C(CC1(O)C(=O)Nc3ccccc31)CC2 (stereo unspecified),105,0.4

# Ordered by molecular weight (lowest first): part of the list above.
SMILES,PV pol inh,PV pol inh FP z-score
CCCc1cc(=O)n2[nH]c(NC(=O)c3ccccc3)nc2n1,104,1.5
Cc1cc(NC(=O)c2ccc3c(c2)S(=O)(=O)c2ccccc2C3=O)no1,98,-0.1
Cc1ccc(CNc2nc3c(S(=O)(=O)c4ccccc4)nnn3c3ccsc23)cc1,99,-1

# (next part)
SMILES,PV pol inh,PV pol inh FP z-score
COc1ccc(C(NC(C)=O)c2ccc(OC)cc2)cc1,102,0.1
Cc1csc2nc(COC(=O)c3cccc(NC(=O)COc4ccccc4Cl)c3)cc(=O)n12,106,-0.2
Cc1onc(-c2ccccc2)c1C(=O)NCc1ccc(F)cc1,99,-0.5
N#CCc1c(Cl)cccc1Cl,101,-0.1
CN(C(=O)CSc1ccc2c(c1)OCCO2)c1ccccc1,100,-0.4
Cc1ccc(CNc2ncnc3c2c(-c2ccccc2)cn3-c2cccc(Cl)c2)cc1,107,0
CCC(C)NC(=O)c1ccc(NC2=NC3CS(=O)(=O)CC3S2)cc1 (stereo unspecified),103,0.4
O=C(Nc1cccc(Cl)c1)C1=CC=CN2CCS(=O)(=O)N=C12,103,-0.1
CC1CCCC/C1=N\NC(=O)CC#N (stereo unspecified),107,0.5
N#C/C(=C\c1cn(-c2ccccc2)nc1-c1cccs1)c1ccc(C#N)cc1,101,0.3
CCSc1nnc(NC(=O)/C=C/c2ccccc2)s1,99,-0.5
CCOC(=O)c1c[nH]c2ccc(Cl)cc2c1=O,103,0.2
COc1ccccc1C(=O)CSC1=NCCS1,100,-0.4
CC(C(=O)N1CCCCC1)N1CCC(N2CCCCC2)CC1 (stereo unspecified),100,-0.7
COC(=O)c1ccccc1NC(=O)Cn1c(=O)n(-c2cccc(C(F)(F)F)c2)c(=O)c2c(C)c(C)sc21,102,-0.7
CCCCN(CC)C(=O)Nc1ccc2c(c1)N(C)C(=O)c1ccccc1S2,108,0
CCc1ccccc1NC(=O)CSc1nc2ncccc2[nH]1,101,-0.1
CCCCS(=O)(=O)NCc1ccc(OC)c(OC)c1,102,-0.3
Cc1cc(C)cc(NC(=S)N(CCN(C)C)C2CCN(C(C)C)CC2)c1,102,-0.1
CN(c1ccc(OCC(=O)NCc2ccncc2)cc1)S(=O)(=O)c1cccs1,98,-0.3
CCCCN(CC)C(=O)CSc1nc2n[nH]c(C)c2c(=N)n1-c1ccc(CC)cc1,97,-1
O=C(CSc1nnc(-c2ccc(Cl)cc2)o1)N1CCc2ccccc2C1,97,-0.8
CN(C(=O)c1noc2c1COc1ccccc1-2)c1cccc(C(F)(F)F)c1,106,0.9
N#CC(C(=O)c1ccco1)c1nc2ccccc2[nH]1 (stereo unspecified),106,0.5
Cc1ccc(NC(=O)CN(C)C(=O)CSc2nc3ccc(Cl)cc3o2)cc1,102,-0.1
O=C(CSc1nnc(-c2ccccc2F)n1Cc1ccccc1)Nc1cccc2nsnc12,99,-0.3
CCCC(C)C(=O)N1CC(C)CC(C)C1 (stereo unspecified),101,0
COc1cc(OC)c(NC(=O)CCc2c(C)nc3c4c(C)cc(C)nc4nn3c2C)cc1Cl,103,-0.5
CC1CCN(C(=O)CNC(=O)c2ccc(F)cc2)CC1,103,0
COc1ccc2nc(NC(=O)c3ccoc3C)sc2c1,99,-0.1
COc1ccccc1N1CCN(S(=O)(=O)c2ccc3c(c2)CCCN3C(C)=O)CC1,104,-0.7
CCOc1ccc(C(=O)COC(=O)C23CCC(=O)N2c2ccccc2C(=O)N3C)cc1 (stereo unspecified),110,0.2
O=C(COC(=O)c1cccc(NC(=O)c2ccc(Br)cc2)c1)c1ccc(Cl)cc1,105,0.2
COc1ccc2c(CC(=O)N[C@@H](Cc3c[nH]c4ccccc34)C(=O)O)coc2c1,108,1
Cc1cccc(-c2nc3c(cnn3-c3ccccc3)c(=O)n2-c2ccccc2)c1,98,-1
COCCN(CCOC)c1ncnc2c1c(-c1ccccc1)cn2-c1ccc(C)c(Cl)c1,104,-0.5
COc1ccc(SCC(=O)c2cn(CCC#N)c3ccccc23)cc1,105,0.3
COc1ccc(C(=O)CSc2nc3cc(C(=O)NC4CCCC4)ccc3c(=O)n2CC2CCCO2)cc1 (stereo unspecified),108,0.3
COc1ccc(OC)c(CCNC(=O)Cn2nc(C)n3c(cc4sccc43)c2=O)c1,109,0.8
COc1cccc(-c2oc3ccc(C)cc3c(=O)c2O)c1,115,1.7
O=C(Cn1c(-c2cccs2)cc2cc(F)ccc21)N1CCN(c2cccc(Cl)c2)CC1,110,0
Cc1ccccc1CNC(=O)c1cnc2sc(N3CCC(C)CC3)nn2c1=O,106,-0.1
COc1ccc(CNC(=O)CS(=O)Cc2nc(-c3ccc(OC)c(OC)c3)oc2C)cc1 (stereo unspecified),109,0.5
COc1cccc(NC(=O)Cn2c(=O)n(-c3ccc(C)cc3)c(=O)c3ccccc32)c1,105,-0.3
CCCc1cc(=O)[nH]c(SCC(=O)N2CCCCCC2)n1,108,0.6
COc1ccccc1C(=O)Nc1ccccc1C(=O)N1CCCCC1,99,-1.1
CCCCNC(=O)c1ccc2c(c1)NC(=O)C(C(C)C)N2 (stereo unspecified),104,0.2
C[C@]12CC[C@@H]3c4ccc(OS(=O)(=O)O)cc4CC[C@H]3[C@@H]1CCC2=O,99,-0.2
CC(=O)Nc1ccc(S(=O)(=O)NCCc2csc3nc(-c4cccc(C)c4)nn23)cc1,107,0
Cc1[nH]c(C)c(S(=O)(=O)N2CCCCC2)c1C(=O)N1CCCCC1,100,-0.5
O=C(O)CNC(=O)COc1ccccc1,100,-0.4
O=C(NC1CCN(Cc2ccccc2)CC1)c1cccc(N2CCCS2(=O)=O)c1,101,-0.1
CC(C)Cc1ccc(S(=O)(=O)Nc2noc3ccccc23)cc1,102,0.2
C=CCNCc1cccn1-c1ccccc1,101,-0.3
COc1cc(C(=O)NC(c2ccc(Cl)cc2)c2cc(Cl)c3cccnc3c2O)cc(OC)c1OC (stereo unspecified),89,-2.3
O=C(CSCc1cnn(-c2ccccc2)c1-n1cccc1)NCCN1CCCC1,100,-0.8
COCCNC(=O)C1CCN(C(=O)c2sccc2-n2cccc2)CC1,104,1.2
O=C(Nc1cccnc1)c1cc2ccccc2oc1=O,104,0.7
Cc1cccc(N2CCN(CCCNc3nnc4c5ccccc5n(C)c4n3)CC2C)c1 (stereo unspecified),100,-0.6
COC(=O)c1ccc(Cl)cc1NC(=O)N1CCC(CN2CCC(C)CC2)CC1,107,-0.5

# Structural class: the compounds so far with a CF3 group (two)
SMILES,PV pol inh,PV pol inh FP z-score
COC(=O)c1ccccc1NC(=O)Cn1c(=O)n(-c2cccc(C(F)(F)F)c2)c(=O)c2c(C)c(C)sc21,102,-0.7
CN(C(=O)c1noc2c1COc1ccccc1-2)c1cccc(C(F)(F)F)c1,106,0.9

# (next part)
SMILES,PV pol inh,PV pol inh FP z-score
CC1CCCCN1C(=O)CSc1nnc2c3ccccc3n(CC(=O)O)c2n1 (stereo unspecified),102,0.3
Cc1nc(C)c(-c2ccnc(C34CC5CC(CC(C5)C3)C4)n2)o1,104,0.2
Cn1c(=O)[nH]c(=O)c2c1nc(NCCc1ccccc1)n2Cc1ccc(F)cc1,110,1.7
CCOC(=O)c1c(C)nsc1NC(=O)C1CCC1,103,0.3
CCC(C(=O)Nc1nnc2n1CCS2)c1ccccc1 (stereo unspecified),107,-0.2
Cc1ccc2oc(=O)c3cnn(CC(=O)NC4CCC(C)CC4)c3c2c1 (stereo unspecified),101,0.2
CC(=O)N1CCN(C(=O)C2CCN(S(=O)(=O)c3ccccc3C(F)(F)F)CC2)CC1,101,-0.3
COc1cn(-c2ccccc2)nc1C(=O)OCc1ccc(C#N)cc1,102,-0.2
CCSc1nnc(NC(=O)COc2ccccc2)s1,99,-0.3
Cc1ccccc1-n1c(SC(C)C(=O)NC(N)=O)nnc1-c1ccc(Cl)cc1 (stereo unspecified),102,0
O=S(=O)(c1ccc(NC(=S)Nc2ccc3c(c2)OCO3)cc1)N1CCCCC1,104,0.2
COC(=O)CNC(=O)c1cc(-c2ccc(F)cc2)nc2ccccc12,101,-0.2

# 4 entries picked at random from those above, as already listed:
SMILES,PV pol inh,PV pol inh FP z-score
CCCCNC(=O)c1ccc2c(c1)NC(=O)C(C(C)C)N2 (stereo unspecified),104,0.2
CC(=O)N1CCN(C(=O)C2CCN(S(=O)(=O)c3ccccc3C(F)(F)F)CC2)CC1,101,-0.3
COc1ccc(SCC(=O)c2cn(CCC#N)c3ccccc23)cc1,105,0.3
N#CCc1c(Cl)cccc1Cl,101,-0.1

# Other results follow.
SMILES,PV pol inh,PV pol inh FP z-score
COc1ccccc1CNC(=O)C1CCCN1S(=O)(=O)c1ccc2c(c1)C(C)(C)C(=O)N2C (stereo unspecified),105,1.6
CCc1ccc(NCc2cccn2-c2nnc(N3CCCCCC3)s2)cc1,108,-0.6
CC(=O)NCc1ccc(C(=O)COC(=O)c2ccc(S(=O)(=O)N3CCCCCC3)cc2)o1,100,-0.3
O=C(Nc1ccc(C(F)(F)F)cc1)c1cc(S(=O)(=O)NC2CCCCCC2)ccc1F,110,0.5
Cc1ccc(C(=O)OCC(=O)Nc2ccc(N(C)C)cc2)c(C)c1,106,0.3
O=C1c2cccnc2C(=O)N1CCc1ccc(S(=O)(=O)NCc2ccccn2)cc1,104,0.9
Cc1ccc(C)c(Nc2nn3c(=O)c4ccc(C(=O)NCCC5=CCCCC5)cc4nc3s2)c1,111,0.8
COc1ccc(-c2cc(=O)oc3c4c(ccc23)OCN(Cc2ccco2)C4)cc1,103,0.4
COc1ccc(-n2c(SCc3ccccc3)nc3c([nH]c4ccccc43)c2=O)cc1,109,0.5

# Assay outcomes: PubChem BioAssay, ICCB-Longwood Screening Facility, Harvard Medical School
